# S3 lipid droplet = qHTS Assay for Lipid Storage Modulators in Drosophila S3 Cells. Potency in µM for hits, for the others lipid storage change, negative = inhibition, % at the top dose, mostly 46.1 µM. hit rate 0.64% among 320,000. AID 2685. Drosophila S3 cells, BODIPY lipid droplet fluorescence, 18-24 h; cells fed with added oleic acid; active = well fitted inhibition curve with a large enough effect in the signal ratio, with a control signal flat, not every such curve was filed as active; inconclusive = small, poorly fitted or top-dose-only effect, or effect the other way, or a change in a side signal; the % refers to the signal ratio
#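 Drosophila S3 cells got compounds at several concentrations plus oleic acid (400 uM solution). Laser-scanning cytometry with 488 nm excitation read lipid droplets at 500-530 nm and cells at 575-640 nm. Percent activity was relative to 20 uM Triacsin C.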
# S3 lipid droplet cell count max = recorded beside S3 lipid droplet, whose call it bears; cell number change, %; measured here: cell count max response;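 cells counted by Cell Tracker Red CMTPX staining in the red channel; peak over a dose series mostly up to 46.1 µM; percent activity relative to internal control wells on each plate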
# Numbers without * were called inactive; i = inactive; u = inconclusive; x = not tested or not shown; [ ] = remark or other dose. % is scaled to controls: 0 for no effect and ±100 for the full control effect; potency is read from the fitted curve at half-maximal effect. An excerpt (hit frequency here may not be typical).
SMILES,S3 lipid droplet,S3 lipid droplet cell count max
COc1ccc(-n2nnnc2SCC(=O)Nc2cc(OC)c([N+](=O)[O-])cc2C)cc1,17%,-9
Cc1cccc(C)c1OCC(=O)N1CC2(C)CC1CC(C)(C)C2 (stereo not given),i,24
Cc1[nH]n(-c2ccccc2)c(=O)c1N=Nc1ccc(F)cc1,u,x
O=C(CNS(=O)(=O)c1c(F)cc(F)cc1Br)OCC(=O)N1CCCC1=O,u,x
CC(C)CC1(C(=O)NCCc2c[nH]c3ccccc23)C=CCN1C(=O)c1ccccc1 (stereo not given),u,x
Cc1cc(NC(=O)COC(=O)c2ccc(OC(F)(F)F)cc2)no1,15%,4
CC(C)CNS(=O)(=O)c1ccc(S(=O)(=O)N2CCN(C3CCCC3)CC2)cc1,u,x
COc1ccc(C2=CC(c3cc(OC)c(OC)c(OC)c3)NC(=S)N2)cc1 (stereo not given),u,x
CC(=O)c1ccc(OCC(O)Cn2nnc3ccccc32)cc1 (stereo not given),14%,-24
CCOc1cc(S(=O)(=O)NCc2ccc3c(c2)OCO3)ccc1F,u,x
Cc1ccc(C)c(N2CCN(C(=O)c3ccc(NS(=O)(=O)c4c(C)noc4C)cc3)CC2)c1,u,x
O=C1Cc2ccccc2C(c2c(Cl)cccc2Cl)N1 (stereo not given),u,x
COc1ccc(S(=O)(=O)Nc2ccc(S(=O)(=O)N(C)C)cc2)cc1[N+](=O)[O-],u,x
Cc1ccc(Nc2nc(N3CCOCC3)nc(N3CCOCC3)n2)cc1Cl,i,-22
COc1ccc(S(=O)(=O)Nc2ccc(Cl)cn2)c(C)c1C,u,x
O=C(Nc1ccccc1C(=O)Nc1ccncc1)c1cccc([N+](=O)[O-])c1,12%,x
CCC(C(=O)N1CCN(c2ccccn2)CC1)n1nc(C)n2c(cc3occc32)c1=O (stereo not given),u,x
O=C(O)CCc1ccc(-c2ccc(Br)cc2)n1CC(=O)O,u,x
O=C1Nc2ccccc2C12OCCCCO2,u,x
c1ccc(-c2ccc(-c3csnn3)cc2)cc1,-10%,1
C#CCOCCOCCOCCNc1nc(N2CCOCC2)nc(N2CCN(C(=O)CCCCCCCCCCNC(=O)[C@H](CO)n3cc(CCCSC)nn3)CC2)n1,-10%,-7
O=C(NC(=S)Nc1ccc2c(c1)OCCO2)c1cccc(Br)c1,u,x
O=C(c1cc(COc2ccccc2)on1)N1CCCC(OCc2cccnc2)C1 (stereo not given),1µM*,x
CCN(Cc1nc2cc(Cl)ccc2c(=O)[nH]1)C(=O)c1cccc(OCc2c(C)noc2C)c1,u,x
O=C(Cc1ncc(C(F)(F)F)cc1Cl)Nc1ccc(F)cc1,u,x
SMILES,S3 lipid droplet,S3 lipid droplet cell count max
COc1cc(C(=O)Nc2cc3c4c(c2)CC(=O)N4CCC3)cc(OC)c1OC,7%[0.0737 µM],x
CC1CCN(S(=O)(=O)c2ccc3[nH]cc(C(=O)NCCN4CCOCC4)c(=O)c3c2)CC1,i,8
COc1ccc(NC(C)=O)cc1NC(=O)c1ccc(Cl)cc1,0%,12
O=C(COC(=O)C12CC3CC(CC(Cl)(C3)C1)C2)Nc1ccc2[nH]c(=O)[nH]c2c1,u,x
O=C(CCCOc1ccccc1)NN1C(=O)NC2(CCCCC2)C1=O,-69%[0.0737 µM],-28
N#CCSc1nc2ccc(N3CCOCC3)cc2c(=O)n1CCc1ccccc1,u,x
O=C(Nc1ccccc1C(=O)O)c1cc(S(=O)(=O)N2CCOCC2)c(Br)s1,u,x
CC1(C)Cc2cccc(OCC(O)CNCc3ccccn3)c2O1 (stereo not given),u,x
O=C(NCCc1ccccc1)C1CCN(Cc2cccc3ccccc23)CC1,u,x
Cc1cc(C)n(-c2nc3sc4c(c3c3nnc(SCC(N)=O)n23)CC(C)(C)OC4)n1,u,x
CCOC(CNC(=O)CN1C(=O)COc2ccc(S(=O)(=O)N3CCOCC3)cc21)OCC,u,x
COc1ccc(OCc2cc(C(=O)N3CCCC(OC)C3)no2)c2ccccc12 (stereo not given),u,x
COc1cc(OC)cc(C(=O)OC(C)C(=O)NC2CCCc3ccccc32)c1 (stereo not given),u,x
COc1cc(Cn2c(N)c(C#N)c3nc4ccccc4nc32)cc(OC)c1,-18%,x
O=C(O)c1cccc(NC2=C(n3nnc4ccccc43)C(=O)c3ccccc3C2=O)c1,u,x
COCCOC(=O)/C(=C/c1ccc(OC(=O)c2ccccc2)cc1)C(C)=O,8%,-2
COc1ccc(CCN2C(=O)CCC2(C)C(=O)NCc2cccnc2)cc1OC (stereo not given),i,-6
CCOC(=O)C(C)N1C(=O)S/C(=C/c2cc(C)n(-c3ccccn3)c2C)C1=O (stereo not given),u,x
O=[N+]([O-])c1cccnc1Oc1ccccc1F,-1%,-8
O=C(Cn1cncn1)N/N=C/c1ccncc1,3%,10
Cc1ccc(NC(=S)N/N=C2\CC3CC=CC23)c(C)c1 (stereo not given),u,x
Cc1ccc(C2=NOC3(CC(=O)N(c4ccc(C)cc4)C3=O)C2)cc1 (stereo not given),0%,x
CC(Sc1nncs1)C(=O)NC1CCCCC1C (stereo not given),-13%,-18
Fc1cc(Br)cc(F)c1NC(=S)N1CCOCC1,5%,9
O=C(Cn1nnc(-c2ccccc2F)n1)Nc1cccc2ncccc12,u,x

# The last two entries of the part above come first, to join the parts:
SMILES,S3 lipid droplet,S3 lipid droplet cell count max
Fc1cc(Br)cc(F)c1NC(=S)N1CCOCC1,5%,9
O=C(Cn1nnc(-c2ccccc2F)n1)Nc1cccc2ncccc12,u,x
CC(OC(=O)c1ccc(-c2ccc([N+](=O)[O-])cc2)o1)C(=O)NC(N)=O (stereo not given),0%,-17
Nc1ccc(N2CCN(c3cccc(Cl)c3)CC2)cc1,5%,5
CCOc1ccc2nc(NC(=O)C3CCCN(S(=O)(=O)c4c(C)noc4C)C3)sc2c1 (stereo not given),u,x
CC(C)(C)n1nnnc1C(c1cccnc1)N1CCN(C(=O)c2ccco2)CC1 (stereo not given),-7%,-15
Cc1cc(C)c(NC(=S)NC(CO)(CO)CO)c(C)c1,-7%,0
COC(=O)/C=C(\C)NC(=O)c1ccccc1Cl,u,x
O=C(NCCCn1ccnc1)c1ccc(Cl)cc1,u,x
C/C(=N\NC(=O)CNc1cccc(C(F)(F)F)c1)c1ccc(Br)cc1,u,x
COc1cccc(-n2c(CCn3nc(C)c([N+](=O)[O-])c3C)n[nH]c2=S)c1,u,x
CC1CCCC(C(=O)O)N1C(=O)CCSSCCC(=O)N1C(C)CCCC1C(=O)O (stereo not given),u,x
Cc1cc(C(F)(F)F)n2nc(-c3cnn(C)c3C(F)(F)F)c(Cl)c2n1,-12%,2
COc1cccc(-n2nc(C(=O)Nc3ccc4c(c3)OCO4)c3ccccc3c2=O)c1,u,x
CCn1c(N)nc2c1c(=O)n(C)c(=O)n2C,24%,x
O=C(OCC(=O)N1CCCc2ccccc21)c1cc(Br)ccc1O,u,x
Cc1nn(S(=O)(=O)c2cccc([N+](=O)[O-])c2)c(C)c1S(=O)(=O)N1CCOCC1,i,10
COc1ccc(S(=O)(=O)N2CCN(c3ccc(F)cc3)CC2)cc1OC,u,x
COc1cccc(C(=O)N2N=C(c3ccccc3)CC2(O)C(F)(F)F)c1 (stereo not given),u,x
COc1ccc(CCNC(=O)c2ccc(-c3ccc([N+](=O)[O-])cc3)o2)cc1OC,-10%,6
COc1cc(C(O)C(=O)O)ccc1O (stereo not given),5%,-1
O=C(CN1CCN(Cc2ccc3c(c2)OCO3)CC1)c1c[nH]c2ccccc12,14%,-1
COc1ccc(-c2nnc(SCC(=O)NCc3cccs3)n2CC(C)C)cc1,i,x
COc1ccccc1NC(=O)C1=C(C)Nc2nnnn2C1c1cccc(Br)c1 (stereo not given),u,x
O=C(NC(=S)Nc1cc([N+](=O)[O-])ccc1O)C1CC1,i,-21
CCOC(=O)c1ccc(-c2ccc(/C=N/NC(=O)CN(c3ccccc3Cl)S(C)(=O)=O)o2)cc1,u,x
Fc1cccc(Cc2noc(CN3CCCCC3c3ccccn3)n2)c1 (stereo not given),-12%,10
SMILES,S3 lipid droplet,S3 lipid droplet cell count max
CCCOC(=O)c1ccc(-c2c(C)noc2-c2ccc(OC)cc2O)o1,i,x
CCc1nccn1S(=O)(=O)c1ccc(OC)c(OC)c1,u,x
COc1ccc(NC(=O)COC(=O)c2ccc(Br)o2)cc1OC,u,x
O=C(Cc1ccccc1)NC(C(=O)O)C(O)c1ccc([N+](=O)[O-])cc1 (stereo not given),u,x
CCOC(=O)c1sc(NC(=O)C2CCCO2)c(C(=O)OCC)c1C (stereo not given),u,x
CCC1CCCCN1CC(=O)Nc1ccc2c(c1)OCCO2 (stereo not given),u,x
CC(=O)c1ccc(OC(=O)Cc2cccc3ccccc23)cc1,i,x
CC(CCc1ccc(O)cc1)NC1C2CC3CC(C2)CC1C3 (stereo not given),3%,15
CN1CCN(CCNC(=O)c2ccc3nc(-c4ccc(F)cc4)c(-c4ccc(F)cc4)nc3c2)CC1,u,x
Cc1cc(C)cc(NS(=O)(=O)c2ccc(NC(=S)NC(=O)c3cccs3)cc2)c1,u,x
COc1cccc(CNC(=O)C2CCCN(c3nn4c(=O)cc(C)nc4s3)C2)c1OC (stereo not given),u,x
C#CCn1c(S(=O)(=O)Cc2ccc(OC)cc2)nc(-c2ccccc2)c1-c1ccccc1,u,x
COc1ccc(N(CC(=O)NC2CCCCC2)C(=O)CNC(=O)c2cccs2)cc1,i,-4
COc1ccc(CCn2c(=N)c(C(=O)NC3CCCC3)cc3c(=O)n4ccccc4nc32)cc1,-17%,-1
CN(C)S(=O)(=O)c1cccc(-c2nnc(SCC(=O)NCCCCCC(=O)O)n2-c2ccc(F)cc2)c1,8%,6
CCOC(=O)c1c(C)[nH]c(C(=O)C(C)OC(=O)c2oc3ccccc3c2COC)c1C (stereo not given),u,x
COc1ccc(NC(=O)C2Cc3cc(S(=O)(=O)N4CCCCC4)ccc3N2C(C)=O)cc1Cl (stereo not given),i,-12
COc1ccccc1-c1sc2cc3c(cc2c1C#CC1(O)CCCCC1)OCO3,i,-20
CCOC(=O)c1cc2c(ccn2C)n1Cc1ccc(C#N)cc1,u,x
CCOc1ncccc1C(=O)N1CCN(c2cc(Cl)ccc2C)CC1,u,x
COc1ccc(-n2c(-c3ccc(Br)cc3)c[n+]3c2CCCCC3)cc1,u,x
O=C1c2ccc3c4c(ccc(c24)C(=O)N1Cc1cccnc1)C(=O)N(Cc1cccnc1)C3=O,u,x
CCCNC(=O)[C@H]1N2C(=O)c3c(ccc(OC)c3OC)C2SC1(C)C (stereo not given in full),u,x
CNC(=O)C(=O)N1CCC2(CC1)OCCN2S(=O)(=O)c1ccc(C)cc1,-10%,0
Cc1nn(CC(=O)OCC(=O)NCCc2ccc(S(N)(=O)=O)cc2)c(C)c1[N+](=O)[O-],22%,22
SMILES,S3 lipid droplet,S3 lipid droplet cell count max
CC(Sc1nnc(N)s1)C(=O)Nc1ccc2c(c1)OCO2 (stereo not given),u,x
O=Cc1ccc(OCc2cn3ccccc3n2)cc1,u,x
CCOC(=O)N1CCN(C(=S)Nc2ccc(C)c(C)c2)CC1,-1%,0
CC1CCCN(CCCNC(=O)c2cn(C)c3ccc(S(=O)(=O)N(C)C4CCCCC4)cc3c2=O)C1 (stereo not given),i,-18
O=C(NC1CCCCCC1)c1ccc2c(=O)n3c(nc2c1)CCCCC3,u,x
Cc1cccn2c(=O)c(C=Nc3ccc(Cl)cc3)c(NCCO)nc12,2%,-3
O=C(/C=C/c1ccccc1)N1CCN(CCN2C(=O)c3cccc4cccc(c34)C2=O)CC1,u,x
O=C(COC(=O)c1ccc(Cl)nc1)Nc1ccccc1OC(F)F,u,x
Cc1cc(C)cc(NC(=O)CN2CCN(c3ncccn3)CC2)c1,-5%,8
CN(c1ccccc1)S(=O)(=O)c1ccc(Cl)c(C(=O)Nc2ccccc2N2CCOCC2)c1,u,x
CC(=O)N(C)c1ccc(NS(=O)(=O)c2cccc3nsnc23)cc1,i,-14
O=C(NCc1ccco1)c1ccc(COc2cccc3ccccc23)cc1,-3%,-17
COc1ccc(/C=N/NC(=O)c2ccoc2C)cc1COc1c(C)cccc1C,u,x

# 4 entries from above, as labelled records:
> CC(=O)c1ccc(OC(=O)Cc2cccc3ccccc23)cc1
  S3 lipid droplet: i	S3 lipid droplet cell count max: x

> CC(CCc1ccc(O)cc1)NC1C2CC3CC(C2)CC1C3 (stereo not given)
  S3 lipid droplet: 3%	S3 lipid droplet cell count max: 15

> CN1CCN(CCNC(=O)c2ccc3nc(-c4ccc(F)cc4)c(-c4ccc(F)cc4)nc3c2)CC1
  S3 lipid droplet: u	S3 lipid droplet cell count max: x

> Cc1cc(C)cc(NS(=O)(=O)c2ccc(NC(=S)NC(=O)c3cccs3)cc2)c1
  S3 lipid droplet: u	S3 lipid droplet cell count max: x

# In the list so far, these contain an aryl thioether with sulfur outside any ring.
SMILES,S3 lipid droplet,S3 lipid droplet cell count max
COc1ccc(-n2nnnc2SCC(=O)Nc2cc(OC)c([N+](=O)[O-])cc2C)cc1,17%,-9
N#CCSc1nc2ccc(N3CCOCC3)cc2c(=O)n1CCc1ccccc1,u,x
Cc1cc(C)n(-c2nc3sc4c(c3c3nnc(SCC(N)=O)n23)CC(C)(C)OC4)n1,u,x
CC(Sc1nncs1)C(=O)NC1CCCCC1C (stereo not given),-13%,-18
COc1ccc(-c2nnc(SCC(=O)NCc3cccs3)n2CC(C)C)cc1,i,x
CN(C)S(=O)(=O)c1cccc(-c2nnc(SCC(=O)NCCCCCC(=O)O)n2-c2ccc(F)cc2)c1,8%,6
CC(Sc1nnc(N)s1)C(=O)Nc1ccc2c(c1)OCO2 (stereo not given),u,x
